RAD54 branch = RAD54 (human) branch migration inhibition; RAD54 Holliday junction branch migration, FAM/BHQ fluorescence; inhibition, % at 10.4 µM; 0.14% of 360,000 active; AID 602329;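 active means mean normalized replicate activity at least 40 and at least half of replicates scoring 40 or more; inconclusive means only one of the two criteria met; inactive means mean below 40 and under half of replicates reaching 40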;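 further: 0% = median of neutral control wells and 100% = median of positive control wells; inhibitors cause a drop in the FAM fluorescence signal; in these data hits start at about 50%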
esBAF inh = inhibitors of esBAF chromatin remodeling in mouse ES cells | Bmi1-luciferase knock-in reporter, 24 h; 100% = twice the neutral-well signal | reporter increase, % at 12.5 µM | 2% of 350,000 active | AID 602393; in the data active means activation above about 40%; inconclusive means no clear call, values can overlap the other calls;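 further: 0% = median of the plate's neutral control wells and 100% = double that signal; a rise in the Bmi1 reporter signal indicates esBAF inhibition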
E-selectin induc = induces E-selectin expression in human endothelial cells | P16581 | HUVEC E-selectin immunofluorescence imaging; normalized: neutral wells 0, TNF-alpha wells 100 | activation, % at 7.58 µM | 0.37% of 260,000 active;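 active means mean E-selectin-positive cell signal at least 10% of the positive control, reached in at least 60% of replicates, without over 20% cell loss; inconclusive means no rule given, readout overlaps actives, possibly toxicity-flagged; inactive means the rest, including those meeting only one limit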;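 further: in these data hits start at about 27%; measured in HUVEC primary endothelial cells; signal is the percent of cells scored E-selectin positive by PE staining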
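Test system – human umbilical vein endothelial cells (HUVEC), E-selectin induction · Input – 3,000 HUVEC seeded per well · Buffer or medium – EGM-2, gelatin · Compound dosing – single-point compound dose · Detection – immunofluorescence imaging · Measure – percent E-selectin-positive cells · Controls – TNF-alpha high, DMSO low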
RAD52 inh = RAD52 (human) annealing inhibition | recombinant RAD52 DNA annealing, FRET fluorescence | P43351 | inhibition, % at 18.7 µM | 0.46% of 360,000 active | AID 651710;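 active means every replicate showing at least 50% inhibition; inconclusive means mean inhibition at least 50% but not in every replicate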
S100A4 MyoIIA = blocks human S100A4 binding to myosin IIA peptide | S100A4/TAMRA-MyoIIA peptide fluorescence polarization | inhibition, % at 10.7 µM | AID 652163 | 0.14% of 360,000 active | P26447;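 active means mean inhibition of at least 70% across replicates, with every replicate also reaching that level; inconclusive means mean inhibition reaches 70% but some replicates fall short; inactive means mean inhibition below 70%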
Target sequence (P26447 whole entry, looked up): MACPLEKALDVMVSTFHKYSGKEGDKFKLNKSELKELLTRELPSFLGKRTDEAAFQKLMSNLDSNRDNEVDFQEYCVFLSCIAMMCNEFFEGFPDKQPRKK
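assay system = human S100A4 monomer with TAMRA-labelled myosin IIA peptide | also added = labelled myosin peptide probe, 5 nM | incubation = 5 min between mix addition and reading | control set = DMSO and TFP controls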
ERp5 inh = inhibitors of human ERp5; 0.05% of 350,000 active; Q15084; ERp5 insulin aggregation, absorbance 650 nm, 90 min; inhibition, % at 9.99 µM;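 active means mean replicate inhibition above about 25%, with every replicate also reaching it, limit read from the data, passing the limit was not always enough; inconclusive means only one of those two criteria met; inactive means neither criterion met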
ERAP1 inh = inhibitors of human ERAP1 aminopeptidase | Q9NZ08 | recombinant ERAP1, Leu-AMC fluorescence, 60 min | inhibition, % at 10.7 µM | 0.15% of 340,000 active | AID 652197;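 active means mean replicate inhibition of at least 30%, or all replicates individually reaching that 30% level; inactive means mean below 30% and not every replicate reaching it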;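 further: 0% = neutral control wells and 100% = L-leucinethiol positive control wells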
Target sequence (Q9NZ08 whole entry, looked up): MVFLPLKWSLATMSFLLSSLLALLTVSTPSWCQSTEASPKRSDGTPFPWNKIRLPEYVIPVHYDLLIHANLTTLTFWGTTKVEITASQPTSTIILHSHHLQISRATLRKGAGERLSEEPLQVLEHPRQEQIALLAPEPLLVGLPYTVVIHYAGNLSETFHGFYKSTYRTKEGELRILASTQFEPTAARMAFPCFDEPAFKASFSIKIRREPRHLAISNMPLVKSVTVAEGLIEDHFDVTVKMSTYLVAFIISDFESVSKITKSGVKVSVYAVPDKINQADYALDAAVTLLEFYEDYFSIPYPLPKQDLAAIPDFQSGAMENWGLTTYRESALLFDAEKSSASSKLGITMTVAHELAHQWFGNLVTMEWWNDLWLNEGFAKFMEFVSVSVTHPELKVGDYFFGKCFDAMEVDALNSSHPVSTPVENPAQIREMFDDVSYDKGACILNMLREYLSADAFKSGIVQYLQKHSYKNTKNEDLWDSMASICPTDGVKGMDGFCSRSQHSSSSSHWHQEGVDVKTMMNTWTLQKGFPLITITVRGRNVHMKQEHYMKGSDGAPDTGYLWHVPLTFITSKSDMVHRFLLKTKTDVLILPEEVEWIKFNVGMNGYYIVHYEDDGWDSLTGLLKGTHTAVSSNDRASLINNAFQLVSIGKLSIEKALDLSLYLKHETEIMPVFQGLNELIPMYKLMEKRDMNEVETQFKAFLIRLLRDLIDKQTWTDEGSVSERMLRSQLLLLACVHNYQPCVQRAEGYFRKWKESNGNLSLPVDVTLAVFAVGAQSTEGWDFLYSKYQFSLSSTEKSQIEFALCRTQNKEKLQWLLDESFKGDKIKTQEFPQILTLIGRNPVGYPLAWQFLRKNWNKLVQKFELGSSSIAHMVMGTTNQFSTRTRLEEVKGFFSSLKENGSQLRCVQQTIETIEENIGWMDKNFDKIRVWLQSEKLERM
Xi reactivation = activators of X-chromosome reactivation in mouse fibroblasts; AID 743238; XiGFP mouse fibroblasts, % GFP-positive cells imaging, 3 d; cells co-treated with 5-aza-dC sensitizer; scaled so ellipticine positive control = 100%; activation, % at 7.58 µM; 0.055% of 360,000 active;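 active means mean normalized replicate activation at least 10% and every replicate at or above 10%; inconclusive means only one of the two criteria met; inactive means mean below 10% and not all replicates reach 10%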;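 further: 0% = median of on-plate neutral control wells and 100% = ellipticine 6 µM median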
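System: 68-5-11 XiGFP fibroblast line | Buffer or medium: DMEM containing 5-aza-dC | Compound: Single point | Times: Compounds 3 days, fix/stain 15 min at room temperature | Benchmarks: Positive control ellipticine, 6 µM final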
The depositor's hits bear a star; ? = inconclusive; nt = not tested or not shown.

mol	RAD54 branch	esBAF inh	E-selectin induc	RAD52 inh	S100A4 MyoIIA	ERp5 inh	ERAP1 inh	Xi reactivation
CCOc1cccc(C(=O)Nc2cccc(C(=O)NCC(C)C)c2)c1	-1	nt	1.1	-3	-1	-3	-7	0.0
CCC(=O)N1CCC1(C)C(=O)Nc1ccc(Cl)c(Cl)c1 (configuration not stated)	10	0	-0.3	1	10	3	-8	0.0
CC(C)=CCOc1ccc2c(C)c(CCC(=O)N3C[C@H]4C[C@@H](C3)c3cccc(=O)n3C4)c(=O)oc2c1C	-17	4	nt	-6	6	-1	2	nt
CCN(C(=O)CN1C(=O)NC2(CCc3ccccc32)C1=O)C1CCS(=O)(=O)C1 (configuration not stated)	-12	3	nt	-7	-1	-2	-3	-0.1
COc1cc2cc(Oc3ccc4ccc(=O)oc4c3)c(=O)oc2cc1OC1OC(COC(=O)CC(C)(O)CC(=O)O)C(O)C(O)C1O (configuration not stated)	-8	-2	nt	1	-13	2	9	nt
CCN(C(=O)COc1ncnc2sccc12)c1ccccc1	4	1	nt	-12	-2	5	1	0.0
O=C(c1c(F)cccc1F)N1CCC(O)(c2ccc(F)cc2)CC1	3	-5	-0.1	9	4	2	0	0.0
O=C(OCn1ncc(Br)c(Br)c1=O)c1ccccc1Cl	6	nt	nt	0	0	-4	5	nt
C[C@@H]1CN([C@@H](C)CO)C(=O)c2cc(C3=CCCCC3)cnc2O[C@@H]1CN(C)C(=O)Cc1ccncc1	-4	5	0.6	-10	-7	-8	10	0.4
O=C(NCCN1C(=O)C2C3C=CC(C3)C2C1=O)Nc1ccc(Br)cc1 (configuration not stated)	-5	62*	0.8	-8	0	-1	nt	0.4
COc1ccc2c(c1)OC13CCCCC1C2C(C(=O)c1ccccc1)C(=O)N3 (configuration not stated)	-4	-12	0.3	-30	-2	3	4	0.3
CCCc1cc(=O)oc2cc(C)cc(OCC(=O)NCc3ccncc3)c12	2	3	nt	-17	-2	-3	0	0.1
Cc1ccc(NC2CNC(=O)NC2=O)cc1C (configuration not stated)	1	-2	-0.4	-19	-5	5	2	0.4
O=C(NCCCn1ccnc1)c1nn2c(C(F)(F)F)cc(-c3ccc(Br)cc3)nc2c1Cl	nt	nt	nt	-2	0	2	-2	-0.1
C=CCN(N=Nc1cccc([N+](=O)[O-])c1)c1cccc([N+](=O)[O-])c1	-4	-8	nt	-14	-1	-2	-2	nt
O=C(C[C@@H]1CC[C@H](NC(=O)C2CCC2)[C@@H](CO)O1)NCCCN1CCOCC1	-10	-5	0.2	-11	19	-3	1	0.9
Cc1c(NC(=O)COc2cccc(Cl)c2Cl)c(=O)n(-c2ccccc2)n1C	nt	nt	0.2	6	0	-5	1	0.3
CC1CCc2nn(CC(=O)NCCN3CCOCC3)cc2C1 (configuration not stated)	-8	0	nt	-6	12	-3	2	-0.1
COc1cccc(-c2cn(CC[C@H]3CC[C@H](NS(=O)(=O)Cc4ccccc4)[C@@H](CO)O3)nn2)c1	0	6	0.2	-5	-7	-5	-2	-0.2
O=C(Cc1cccc(NC(=O)C2CCCN(C(=O)c3ccccc3)C2)c1)Nc1cccc(C(=O)N2CCOCC2)c1 (configuration not stated)	-14	-3	0.0	-4	1	6	0	0.2
Cc1cc(-c2ccc(C)c(S(=O)(=O)NC(C)Cc3ccco3)c2)on1 (configuration not stated)	-2	-3	nt	-24	13	1	2	0.1
O=C(Cc1ccccc1)NC(CSSCC(NC(=O)Cc1ccccc1)C(=O)O)C(=O)O (configuration not stated)	6	26	0.3	-10	-6	-9	3	0.0
Cc1ccccc1OCC(=O)NNC(=O)CCN1C(=O)c2ccccc2C1=O	-14	-4	nt	-3	0	-2	-2	0.0
C[C@@H]1CN([C@H](C)CO)C(=O)c2cc(NC(=O)CCCCCC(=O)Nc3ccccc3N)ccc2O[C@@H](C)CCCCO[C@H]1CN(C)Cc1ccc(Cl)c(Cl)c1	nt	nt	-0.2	26	0	10	0	0.0
CCOc1ccc(C(=O)Nc2cccc(C(C)=O)c2)cc1[N+](=O)[O-]	0	4	nt	-11	0	-1	2	0.4
COc1ccc([C@H]2C[C@@H](O)[C@H](n3cc(C4CC4)nn3)CN2C(=O)C2CCCCC2)cc1	-7	-9	4.6	-8	2	8	nt	0.3
CC(C)(C)NC(=O)N1CCn2cccc2C1c1ccccc1F (configuration not stated)	nt	2	-0.3	-99	-3	8	nt	-0.2
COc1ccc(-c2cnc(C(O)c3ccc(OC)c(F)c3)[nH]2)cc1 (configuration not stated)	1	2	0.1	-34	-3	-2	8	0.0
COCC(=O)N(C)C[C@H]1Oc2cc(-c3ccccc3F)ccc2S(=O)(=O)N([C@H](C)CO)C[C@H]1C	-7	-1	-0.1	6	7	-2	-1	-0.6
N#Cc1c(NC(=O)COC(=O)C2=COCCO2)sc2c1CCCC2	nt	nt	0.3	-3	-2	3	0	0.0

Shown with values under each structure: two of the compounds above.
Under each structure – RAD54 branch, esBAF inh, E-selectin induc, RAD52 inh, S100A4 MyoIIA, ERp5 inh, ERAP1 inh, Xi reactivation
> O=C(c1c(F)cccc1F)N1CCC(O)(c2ccc(F)cc2)CC1
  3, -5, -0.1, 9, 4, 2, 0, 0.0
> O=C(OCn1ncc(Br)c(Br)c1=O)c1ccccc1Cl
  6, nt, nt, 0, 0, -4, 5, nt

The list goes on.
mol	RAD54 branch	esBAF inh	E-selectin induc	RAD52 inh	S100A4 MyoIIA	ERp5 inh	ERAP1 inh	Xi reactivation
O=C(Nc1ccc2c(c1)OCO2)C(=O)c1c[nH]c2ccccc12	-13	11	nt	-11	-2	-3	0	0.2
CCNC(=O)C[C@@H]1CC[C@@H](NS(=O)(=O)c2ccc(F)cc2)[C@H](CO)O1	-5	-1	0.5	0	96*	-1	-1	-0.4
CCN(C(=O)COC(=O)COc1ccccc1Cl)c1c(N)n(Cc2ccccc2)c(=O)[nH]c1=O	-6	-5	-1.9	-25	-2	-3	4	-0.1
C[C@@H]1CCCCO[C@@H](CN(C)C(=O)c2ccccc2)[C@@H](C)CN([C@@H](C)CO)C(=O)c2cc(NS(=O)(=O)c3cccs3)ccc2O1	-3	-2	nt	-19	5	5	-5	-0.1
COc1cccc(C(=O)Nc2ccc3c(c2)C(=O)N(C)C[C@H](OC)[C@@H](C)CN(C(=O)C2CCCC2)[C@@H](C)CO3)c1	-18	-2	-0.1	12	0	-6	0	0.0
N#Cc1ccccc1NC(=O)C1CC(=O)N(c2ccc3c4c(cccc24)CC3)C1 (configuration not stated)	nt	nt	nt	-22	1	1	3	0.0
C[C@@H]1CN([C@H](C)CO)C(=O)c2cc(/C=C/c3ccccc3)cnc2O[C@H]1CN(C)C(=O)c1cccnc1	2	5	-0.2	8	5	2	-3	0.4
CCOC(=O)c1nnn(-c2nc(N(C)C)nc(N(C)C)n2)c1C	nt	nt	7.6	-27	-6	-1	-1	0.2
O=C(O)Cc1ccc(NS(=O)(=O)c2ccccc2Cl)cc1	nt	nt	nt	-3	0	4	0	0.0
CCN1[C@H](C(=O)NCCN2CCCCC2)[C@@H](CO)[C@@H]2Cn3c(ccc(-c4ccc(OC)cc4)c3=O)[C@@H]21	2	-3	-0.2	3	15	0	3	0.5
COc1cccc(C(=O)Nc2ccc(N3CCN(C(=O)c4ccco4)CC3)cc2)c1	-6	nt	nt	-9	-5	3	-2	0.4
COc1ccc2c3c(n(C)c2c1)[C@H](CO)N(C(=O)Nc1ccc(F)cc1)CC31CCN(C(=O)CN2CCOCC2)CC1	nt	nt	-0.1	20	3	4	3	0.1
COc1ccc(N(CC(=O)NCCc2ccc(OC)c(OC)c2)S(=O)(=O)c2ccc(OC)c(OC)c2)cc1	-7	3	nt	-9	2	2	-1	0.5
CNS(=O)(=O)c1cccc(C(=O)OCC(=O)NCc2ccccc2)c1	0	-4	nt	6	1	0	3	nt
C#CC(C)(C)NC(=O)CSc1nc2c(c(=O)n(C)c(=O)n2C)n1CCCC	10	-3	0.1	7	1	1	nt	0.6
Cc1csc(N2CCCC2c2nc3cc(Cl)c(N4CCCCC4)cc3n2CCCO)n1 (configuration not stated)	-3	3	0.1	-14	2	3	-2	0.2
C[C@H]1CN([C@@H](C)CO)C(=O)c2cc(-c3ccccc3)cnc2O[C@H]1CN(C)C(=O)Cc1ccccn1	-4	-1	0.0	-9	?	-9	-4	-0.1
Cc1ccc(-c2nnc(CN3CCCCC3C)o2)cc1 (configuration not stated)	11	16	nt	-8	-8	0	-5	-0.1
O=C(N[C@@H]1CC[C@@H](CCNS(=O)(=O)c2cccc(Cl)c2)O[C@H]1CO)c1ccccc1	-5	-1	-2.0	-8	-4	-2	1	0.0
C[C@@H](NC(=O)C[C@@H]1C[C@H]2c3cc(NC(=O)C4CCC4)ccc3O[C@H]2[C@H](CO)O1)c1ccccc1	-6	5	0.0	-5	8	4	-1	0.0
COCCNc1nc(-c2cc(C)n(CCc3ccc(OC)cc3)c2C)cs1	-1	-6	11	47	4	5	1	0.3
CO[C@H]1CN(C)C(=O)c2ccc(NC(=O)C3CC3)cc2OC[C@@H](C)N(C(=O)c2ccccc2F)C[C@@H]1C	9	-3	0.0	-2	2	-11	3	0.1
COc1cccc(-n2c(CN3CCN(c4ccc(C)cc4)C(C)C3)nc3ccc([N+](=O)[O-])cc3c2=O)c1 (configuration not stated)	-1	-4	2.8	-5	-1	5	-1	0.0
O=S(=O)(c1ccccc1)N1CC[C@H]2[C@H](CO)Nc3ccc(C#Cc4cccc(F)c4)cc3[C@H]21	nt	nt	0.4	-14	4	nt	-4	0.3
C[C@H](CO)N1C[C@H](C)[C@@H](CN(C)C(=O)C2CC2)Oc2cc(C#Cc3ccncc3)ccc2S1(=O)=O	-1	nt	1.0	-5	?	-3	-3	-0.1
CC1=NN(c2cccc([N+](=O)[O-])c2)C(=O)C1	-2	1	nt	-3	-1	1	0	0.2
COc1ccc2c3c([nH]c2c1)[C@@H](CO)N(Cc1ccccc1)CC31CN(C(C)=O)C1	nt	nt	0.0	-56	1	3	1	0.0
COc1ccc(NC(=O)Nc2cccc3c2O[C@H](CN(C)C)[C@@H](C)CN([C@H](C)CO)C3=O)cc1	-17	10	nt	4	-4	2	2	-1.3
O=C(O)CNS(=O)(=O)c1cccc(Cl)c1	1	-4	-0.1	-12	-2	2	0	0.2
COc1cccc(CN2CCNC(=O)C2CC(=O)NCCOc2cccnc2)c1OC (configuration not stated)	nt	nt	-0.1	-5	3	6	-3	0.4
CC1=C(C(=O)OC2CCCC(C)C2)C(c2ccccc2)NC(=O)N1 (configuration not stated)	4	-2	-0.3	-5	-2	4	5	0.0
COc1ccc(C(O)(c2ccccc2OC)C(CN2CCOCC2)c2ccccc2)cc1 (configuration not stated)	nt	nt	0.0	-9	4	-2	-4	0.0
COc1ccc(S(=O)(=O)N(C)C[C@@H]2Oc3ccc(NC(=O)Nc4ccc5c(c4)OCO5)cc3CC(=O)N([C@@H](C)CO)C[C@@H]2C)cc1	34	1	-13	-12	-9	1	-3	-0.1

Source: PubChem BioAssay (Broad Institute)
